Source: PubChem BioAssay
FBW7 activator: activators of human E3 ligase FBW7; Q969H0; AlphaScreen FBW7–phospho-cyclin E peptide binding, activator screen; normalized activity (activation), % at 26.1 µM; 650,000 compounds, 0.13% hits; in the data active = normalized activity above about 1.9%;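 note: purified mutant Fbw7 with reduced substrate affinity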
Target sequence (Q969H0 whole entry, looked up): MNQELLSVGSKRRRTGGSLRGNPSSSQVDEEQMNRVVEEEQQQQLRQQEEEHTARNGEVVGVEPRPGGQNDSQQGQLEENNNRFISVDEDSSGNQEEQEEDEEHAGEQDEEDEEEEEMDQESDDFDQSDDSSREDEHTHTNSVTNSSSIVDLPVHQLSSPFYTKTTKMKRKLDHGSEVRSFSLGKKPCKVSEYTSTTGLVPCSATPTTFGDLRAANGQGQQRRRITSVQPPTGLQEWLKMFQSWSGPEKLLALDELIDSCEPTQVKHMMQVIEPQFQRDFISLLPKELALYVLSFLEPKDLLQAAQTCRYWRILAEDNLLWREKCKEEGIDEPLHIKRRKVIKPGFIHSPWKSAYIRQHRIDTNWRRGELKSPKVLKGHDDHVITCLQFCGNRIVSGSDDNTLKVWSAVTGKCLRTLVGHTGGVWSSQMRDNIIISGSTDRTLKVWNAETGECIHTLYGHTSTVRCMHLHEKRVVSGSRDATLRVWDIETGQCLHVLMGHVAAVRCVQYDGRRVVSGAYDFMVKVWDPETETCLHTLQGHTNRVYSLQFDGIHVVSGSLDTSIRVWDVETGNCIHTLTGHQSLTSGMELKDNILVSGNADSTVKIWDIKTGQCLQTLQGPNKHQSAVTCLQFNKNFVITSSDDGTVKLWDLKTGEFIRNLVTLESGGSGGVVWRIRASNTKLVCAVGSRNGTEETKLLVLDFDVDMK
GPR151 ag: activators of human GPR151; PathHunter beta-arrestin GPR151 cells, luminescence; activation, % at 11.2 µM; 650,000 compounds, 1% hits; AID 1508602; in the data active = activation above about 4.9%;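 note: 0% = median of compound wells and 100% = cells with positive control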
Target sequence (Q8TDV0 whole entry, looked up): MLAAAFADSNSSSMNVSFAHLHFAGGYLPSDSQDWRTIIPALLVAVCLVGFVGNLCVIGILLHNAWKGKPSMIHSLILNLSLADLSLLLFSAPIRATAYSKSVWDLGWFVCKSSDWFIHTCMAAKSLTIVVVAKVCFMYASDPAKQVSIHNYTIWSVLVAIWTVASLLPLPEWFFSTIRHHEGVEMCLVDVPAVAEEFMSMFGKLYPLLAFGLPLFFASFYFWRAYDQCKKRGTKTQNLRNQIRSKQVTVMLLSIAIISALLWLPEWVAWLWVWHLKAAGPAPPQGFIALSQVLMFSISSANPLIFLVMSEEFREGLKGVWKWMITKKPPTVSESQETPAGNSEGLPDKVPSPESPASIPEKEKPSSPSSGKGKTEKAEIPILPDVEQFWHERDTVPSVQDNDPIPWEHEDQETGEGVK
TEAD-YAP block: TEAD-YAP interaction inhibition. HEK-TIYL cells, TEAD-Gal4/YAP UAS-luciferase luminescence. inhibition, % at 9.12 µM. 640,000 compounds, 1.4% hits; in the data active = inhibition above about 32%;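 note: 0% = median of test compound wells and 100% = reference inhibitor wells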
MITF inh: inhibitors of human MITF; inhibition, % at 2.6 µM; 650,000 compounds, 0.91% hits; AlphaScreen MITF homodimerization, bead proximity signal; AID 1259374; in the data active = inhibition above about 50%;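 note: 0% = vehicle wells with protein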
* = called active by the depositor; & = joins results of further samples.

SMILES	FBW7 activator	GPR151 ag	TEAD-YAP block	MITF inh
COc1ccc(/C(O)=C2/C(=O)C(=O)N(CCCn3ccnc3)C2c2ccc(Cl)cc2)cc1 (stereo not given)	-0.1	0.5	-8	0
N#CC1(C#N)C(c2cccnc2)C(C(=O)c2ccc(F)cc2)N2c3ccccc3C=CC21 (stereo not given)	-0.4	-0.9	-11	-2
Cc1cc(C)cc(N(CC(=O)N2CCC(C(N)=O)CC2)S(=O)(=O)c2ccccc2)c1	-0.1	0.4	-14	-14
O=C(NCC1CCCN(Cc2cc(=O)c3ccccc3[nH]2)C1)c1cccnc1 (stereo not given)	0.1	0.7	0	-6
Cc1ccc(/C=C(\NC(=O)c2ccccc2)C(=O)N2CCCCC2)cc1	0.0	1.0	-1	8
CN1CCN(C(=S)NC(=O)c2ccc(Br)o2)CC1	-0.1	0.8	-4	-20
CCOC(=O)c1ccccc1NC(=O)c1cc(C(=O)OC)cc([N+](=O)[O-])c1	0.8	-0.5	7	12
CCOC(=O)c1ccc(NC(=O)C(C)Sc2nc(O)c(CC)c(=O)[nH]2)cc1 (stereo not given)	0.0	1.4	5	3
Cc1ccc(N2CC(C(=O)Nc3ccc(C(=O)OC(C)C)cc3)CC2=O)cc1Cl (stereo not given)	0.4	1.2	2	11
COc1ccc(C2=C(O)C(=O)NC2=O)cc1OC	0.5	0.0	2	21
CCc1ccc(-n2c(=S)sc3c(=O)n(-c4ccc(F)cc4)c(SCC(=O)Nc4ccccc4CC)nc32)cc1	0.3	0.2	12	0
Cc1no[n+]([O-])c1COc1ccccc1/C=C1\NC(=S)NC1=O	-0.1	-0.4	3	9
Cc1csc(NC(=O)c2ccc(NC(=O)CCS(=O)(=O)c3cccs3)cc2)n1	-0.1	0.5	1	3
Cc1ccc(NC(=O)CCCCCN2C(=O)c3cccc([N+](=O)[O-])c3C2=O)cc1	-0.1	0.1	2	2
COC(=O)C(C(=O)Nc1cccc(Cl)c1C)C1CCCC1 (stereo not given)	0.0	2.6	3	11

Rewritten with values under each structure: part of the list above.
Value order – FBW7 activator	GPR151 ag	TEAD-YAP block	MITF inh
CCc1ccc(-n2c(=S)sc3c(=O)n(-c4ccc(F)cc4)c(SCC(=O)Nc4ccccc4CC)nc32)cc1
 : 0.3	0.2	12	0
Cc1no[n+]([O-])c1COc1ccccc1/C=C1\NC(=S)NC1=O
 : -0.1	-0.4	3	9

More structures
SMILES	FBW7 activator	GPR151 ag	TEAD-YAP block	MITF inh
N#Cc1ccccc1OCC(=O)Nc1nccs1	0.0	-5.4	-27	11
O=C(/C=C/c1cn(-c2ccccc2)nc1-c1cccnc1)c1ccccc1	-0.1	1.0	-5	7
COc1ccc(Oc2ccc(-n3c(C)ccc3C)cc2)cc1	0.1	-1.3	10	20
O=C(Nc1cccc(F)c1)NC1(C(=O)NCC2CCCO2)CCCCC1 (stereo not given)	0.6	-0.4	-2	-8
Cn1cc(-c2ccncc2)cc(NC(=O)C2COc3ccc4ccccc4c3O2)c1=O (stereo not given)	0.7	-0.4	8	22
Fc1ccc(OCc2nn3c(C4COc5ccccc5O4)nnc3s2)cc1 (stereo not given)	-0.3	-2.2	-2	2
CCCCC(=O)Nc1nc(-c2cc(C)ccc2C)cs1	0.0	-0.8	6	-15
Cc1ccc(C2=NC3(CCCC3)NC2=S)cc1	-0.1	0.4	-27	10
N#CC1=C(N)Oc2ccc3ccccc3c2C1c1ccccc1 (stereo not given)	-0.1	0.1	29	6
CCOC(=O)c1sc(NC(=O)CSc2nnc(CNC(=O)COc3ccccc3)n2-c2cccc(C)c2C)c(C(=O)OCC)c1C	0.1	0.6	4	-5
Cc1ccc(Cn2nnc3c(SCC(=O)NC4CCCC4)ncnc32)cc1	-0.1	0.1	-4	4
Cc1c(Cl)cccc1NC(=O)CSc1nc2ccccc2[nH]1	0.0	4.6	-1	-17
Cc1cccc(N2CCN(S(=O)(=O)c3cnc[nH]3)CC2)c1C	-0.1	-0.4	-5	2
O=C(c1cn(-c2ccccc2)nc1-c1cccnc1)N1CCCCC1	0.7	1.0	-12	8
COc1ccc(C(=O)NC(=O)Nc2cc(C)ccn2)cc1	0.1	-0.3	4	-2
COC(=O)c1cc(Nc2ccccc2OC)c2cc(C)ccc2n1	0.2	-1.7	24	8
OCCC1CCCCN1c1ccnc2c(-c3cccc(F)c3)cnn12 (stereo not given)	-0.2	0.4	93*	-18
O=C(O)CCc1nc2cc(Cl)ccc2oc1=O	0.2	0.0	5	10
O=S(=O)(NCc1csc(-c2ccccc2)n1)c1cc(Cl)ccc1Cl	0.1	-0.7	-5	8
Cc1cc(F)ccc1N1CCC(N2CCC(n3nccc3NC(=O)CC(C)C)CC2)CC1	0.4	1.5	1	5
OCCN(CCO)c1nc(N2CCCCC2)c2nc(N(CCO)CCO)nc(N3CCCCC3)c2n1	0.0&-0.1&0.0&0.6&0.3	-1.2&3.7&-0.9&0.1&0.3	-11&-8	4&-9&12&-7&11
Brc1ccc2nc(Nc3ccc(-n4cnc(N5CCOCC5)n4)cc3)ncc2c1	-0.1	1.7	-1	2
COc1cc(C(=O)Nc2sc3c(c2C(N)=O)CCN(C)C3)cc(OC)c1OC	0.0	0.4	-2	10
CC(=C1C(=O)c2ccccc2C1=O)N1CCCC1	-0.2	-1.0	-5	-5
CCNc1cc(N2CCN(C(=O)c3ccco3)CC2)c2noc3c2c1C(=O)c1ccccc1-3	-0.2	1.6	18	23
Nc1c(C(=O)C2CC2)oc2ccc(Br)cc12	0.5	0.9	-61	-3
Clc1cccc(OCOCOc2cccc(Cl)c2)c1	0.1	0.5	4	0
Cc1cccc(C(=O)N[C@H]2C[C@H]3C(=O)N[C@H]([C@H](C)O)C(=O)N3C2)c1	0.0	1.1	-17	-4
COc1cc(NC(=O)C2CC(=O)N(c3ccc(C)cc3)C2)cc(OC)c1OC (stereo not given)	-0.1	-0.2	-2	-6
CNC(=O)c1ccc(-c2sc3nc(N4CCOCC4)c4c(c3c2N)CC(C)(C)OC4)o1	0.0	-0.6	-7	13
Cc1ncsc1CCC(=O)N1CCCC(N2CCN(c3ccccc3)CC2)C1 (stereo not given)	0.1	-2.0	-3	13
CSc1nc2sc3c(c2c(=O)n1C)CC(C)(C)OC3	0.1	-0.5	5	4
Cc1nnc(NC(=O)CNC(=O)Cn2c(C)cc3ccccc3c2=O)s1	0.0	-0.8	9	-8
CCOc1ccccc1CN1CCN(S(=O)(=O)c2ccccc2[N+](=O)[O-])CC1	-0.2	5.7*	-9	37
COc1ccc(CN2CCC(CO)(Cc3ccccc3)CC2)cc1Cn1cccn1	0.1	9.4*	6	6
COc1ccc2c(c1)CC(c1nc(Nc3cn[nH]c3)c3ccccc3n1)CO2 (stereo not given)	0.0	0.7	-11	7
O=C(NCc1cccc(C(F)(F)F)c1)c1ccc2nc(N3CCC(N4CCOCC4)CC3)sc2c1	0.1	-0.5	26	6
CCOC(=O)N1CCC(NC(=O)c2cc3c(C)nc4ccccc4c3o2)CC1	0.0	-0.6	13	2
CCOc1ccc2nc(NCCNC(=O)c3ccco3)c(C#N)cc2c1	1.5	-0.5	9	6
O=C(CN1C(=O)C(=O)N(Cc2ccco2)C1=O)Nc1ccccc1Cc1ccccc1	0.0	-2.4	4	7
COc1ccc(S(=O)(=O)c2cc3ccc(O)cc3oc2=O)cc1OC	-0.1	0.1	8	2
O=C(Nc1cccc(Cl)c1N1CCN(C2CCC2)CC1)c1ccc(Br)o1	0.2	0.5	11	-4
Cc1cc(C)c2c(N)c(C(=O)Oc3ccccc3)sc2n1	0.3	3.7	-56	-20
Cc1ccc(C(=O)NCC(=O)NC2CCCC2)cc1	0.1	2.1	6	12
COc1cccc(CN2CCNC(=O)C2CC(=O)NC2CCOCC2)c1OC (stereo not given)	-0.1	0.0	-8	-9
COc1cc(/C=N/n2cnnc2)cc(Cl)c1OCc1ccc(F)cc1	0.0	-0.1	-8	7
CC1=C(C(=O)OCC2CCCO2)C(c2ccccc2Br)C2=C(CCCC2=O)N1 (stereo not given)	0.3	-0.7	4	-2
CC(C)(C)c1ccc(C(=O)N2CCCN(c3ccc(S(C)(=O)=O)cc3)CC2)cc1	-0.1	0.1	6	-1
O=C(Oc1cccc(NC2=NS(=O)(=O)c3ccccc32)c1)c1cccnc1	0.1	-0.1	1	1
CC(C)CS(=O)(=O)C1=NSC2=NC(=O)/C(=C\c3ccc(Br)o3)C(=N)N21	-0.4	-1.0	5	77*
CC(C)C(=O)Nc1nnc(SCC(=O)NCc2ccccc2)s1	0.2	-0.2	6	12
CCCc1ccc(-c2ccc(C(=O)Nc3nnc(SCC)s3)cc2)nc1	0.0	2.1	2	-1
CCOc1ccccc1NC(=O)C1Cc2ccccc2CN1S(C)(=O)=O (stereo not given)	0.0	-0.5	7	15
O=C(c1ccc2c(c1)ncn2-c1cccc(F)c1)N1CCCCC1	0.2	-0.1	-32	25
COc1cc2c(cc1N)oc1ccccc12	0.2	0.8	-22	19
CC(=O)c1ccc(N2CCN(C(=O)CN(C)S(=O)(=O)c3cnc[nH]3)CC2)cc1	-0.2	0.2	3	5
O=C(Cn1nc(C(=O)O)c2ccccc2c1=O)Nc1ccccc1I	0.6	0.8	-3	-6
C#CCN=Cc1c(O)n(CC)c(=S)n(CC)c1=O	-0.2	-0.9	9	-4
O=C(NCC(c1ccco1)N1CCCC1)c1n[nH]c(=O)c2ccccc12 (stereo not given)	-0.2	0.1	1	-9
CCOC(=O)/C(C(=O)Nc1ccccc1Br)=C1/NC(C)(C)Cc2ccccc21	0.0	0.9	-2	4

Additional structures follow.
SMILES	FBW7 activator	GPR151 ag	TEAD-YAP block	MITF inh
CC(C)CCN1NC2(CCCCC2)NC1=S	0.5	-1.2	-6	65*
C/C(=C\C(=O)c1ccccc1)Nc1cccc(F)c1	0.0	0.9	5	-5
CCN(C(=O)CCNC(=O)Cn1cnc2ccccc2c1=O)c1cccc(C)c1	0.2	-1.5	-1	-11
CCN(C(=O)Cc1c(C)nc2c(-c3ccccc3)c(C)nn2c1C)c1ccccc1	0.2	-0.2	-6	13
COc1ccccc1CNC(=O)C(C)n1c2ccccc2c2nc(=O)cc(C)n21 (stereo not given)	-0.2	0.8	-7	-17
O=C(O)c1ccccc1N1C(=O)CCC1=O	-0.1	1.3	7	-4
Cc1ccc(C)c(N(CC(=O)N2CCC(C)CC2)S(C)(=O)=O)c1	-0.1	-0.6	-5	2
CC(C)CNC(=O)C(=O)Nc1c(O)c2ccccc2[nH]c1=O	0.7	2.9	6	10
O=C(/C=C/c1ccccc1)Nc1ccc(F)c(Cl)c1	-0.1	-1.5	-78	-11
CCCc1[nH]n(-c2ccc(F)cc2)c(=O)c1C=NCc1ccco1	0.3	-1.8	-7	14
COc1ccc(C(C)NC(=O)Nc2ccc3c(c2)OCO3)cc1OC (stereo not given)	-0.2	-1.1	-20	6
CCOC(=O)c1cn[nH]c1S(=O)(=O)N1CCN(c2cccc(C)c2)C(C)C1 (stereo not given)	-0.2	4.8	1	9
C=CCn1c(C)c(C(C)=O)c(N2CCN(c3ccccc3)CC2)nc1=S	0.8	1.3	6	18
CCOC(=O)N1CCN(C(=O)c2cn(-c3ccc(OC)cc3)c(=O)c3ccccc23)CC1	0.0	0.9	-6	7
COc1cccc(/C=N/NC(=O)C2CC(=O)N(c3ccc(C)cc3)C2)c1 (stereo not given)	0.0	-0.3	-10	-4
CCn1cnc2sc(C(=O)N3CCCc4ccccc43)c(C)c2c1=O	0.1	-0.3	5	-15
CCC(O)c1nc2ccccc2n1Cc1ccccc1 (stereo not given)	0.1	-0.1	-13	-7
CC(NC(=O)c1ccc(Cl)cc1Cl)c1nc2ccccc2n1CC(=O)NC(N)=O (stereo not given)	0.1	-0.2	-2	6
CC(=O)Oc1ccc2nc(/C=C/c3ccc(C=O)cc3)oc(=O)c2c1	-0.1	-1.7	-4	0
C=CCn1c(O)c(C=Nc2ccc(C(=O)OC)cc2)c(=O)[nH]c1=S	-0.2	-0.1	-2	2
COc1cccc(CNC(=O)CN2C(=O)C3C4C=CC(C4)C3C2=O)c1 (stereo not given)	0.0	0.3	5	-10
Cc1cc(Oc2cc(N)cc([N+](=O)[O-])c2)ccc1Cl	-0.2	1.0	8	3
COCCN(CCOC)S(=O)(=O)c1ccc(C(=O)Nc2ccc3c(c2)OCO3)cc1	-0.2	-0.1	-12	10
COc1ccc(CC(=O)NCC2CCCN(C(=O)CCN3CCCO3)C2)cc1 (stereo not given)	0.1	-0.1	1	5
COC(=O)C1C(c2ccc(Cl)cc2)NC(c2ccc(Cl)cc2)C(C(=O)OC)S1(=O)=O (stereo not given)	0.7	-1.1	7	8

Entries listed so far that have an NH in an aromatic ring:
SMILES	FBW7 activator	GPR151 ag	TEAD-YAP block	MITF inh
O=C(NCC1CCCN(Cc2cc(=O)c3ccccc3[nH]2)C1)c1cccnc1 (stereo not given)	0.1	0.7	0	-6
CCOC(=O)c1ccc(NC(=O)C(C)Sc2nc(O)c(CC)c(=O)[nH]2)cc1 (stereo not given)	0.0	1.4	5	3
Cc1c(Cl)cccc1NC(=O)CSc1nc2ccccc2[nH]1	0.0	4.6	-1	-17
Cc1cccc(N2CCN(S(=O)(=O)c3cnc[nH]3)CC2)c1C	-0.1	-0.4	-5	2
COc1ccc2c(c1)CC(c1nc(Nc3cn[nH]c3)c3ccccc3n1)CO2 (stereo not given)	0.0	0.7	-11	7
CC(=O)c1ccc(N2CCN(C(=O)CN(C)S(=O)(=O)c3cnc[nH]3)CC2)cc1	-0.2	0.2	3	5
O=C(NCC(c1ccco1)N1CCCC1)c1n[nH]c(=O)c2ccccc12 (stereo not given)	-0.2	0.1	1	-9
CC(C)CNC(=O)C(=O)Nc1c(O)c2ccccc2[nH]c1=O	0.7	2.9	6	10
CCCc1[nH]n(-c2ccc(F)cc2)c(=O)c1C=NCc1ccco1	0.3	-1.8	-7	14
CCOC(=O)c1cn[nH]c1S(=O)(=O)N1CCN(c2cccc(C)c2)C(C)C1 (stereo not given)	-0.2	4.8	1	9
C=CCn1c(O)c(C=Nc2ccc(C(=O)OC)cc2)c(=O)[nH]c1=S	-0.2	-0.1	-2	2
